# GPT2 inhibitor = inhibitors of human GPT2 alanine aminotransferase; Q8TD30; Recombinant GPT2, coupled pyruvate oxidase/HRP Amplex Red fluorescence; Potency, µM (titrated, usually from 57.7 µM), for inactives: at the highest dose activity change, negative = inhibition, hits mostly inhibitors; 0.25% of 100,000 active; also: potency is read from the fitted curve at half-maximal effect; nearly all actives have a fitted effect of over 60% in size; many of its hits are not listed in these tables
#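 Recombinant GPT2 (10ng/uL) with 250uM a-KG and 2mM L-alanine, 30 min at room temperature, in HEPES pH 7.5 buffer. Pyruvate detected by pyruvate oxidase/HRP/Amplex Red fluorescence after 30 min in the dark; AOA (50uM) as positive control.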
# SNCA viab count = cell viability loss counter-screen; HEK-293-SNCA-luc viability, GF-AFC fluorescence, 24 h; Potency, µM (top dose mostly 57.1 µM), without a hit: at the top dose activity change, negative = cytotoxicity, most hits filed as cytotoxic; 0.12% of 150,000 active; AID 1671193;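 also: potency is read from the fitted curve at half-maximal effect; 0% = DMSO-treated cells and -100% = medium-only wells without cells; nearly all actives have a fitted effect of over 30% in size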
#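 HEK-293-SNCA-luc cells (1500/well) plated 24 h, then exposed 24 h to a dilution series; GF-AFC added 30 min at 37C, fluorescence 405/540 nm; normalised to medium-only and DMSO wells, Hill fit.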
# FLuc inh = inhibitors of firefly (Photinus pyralis) luciferase | Potency, µM (highest dose often 115 µM), for inactives: at the top dose activity change, negative = inhibition, actives largely listed as inhibitors | AID 1347043 | purified P. pyralis luciferase, luminescence, biochemical | 2.5% of 76,000 active; also: potency is read from the fitted curve at half-maximal effect; nearly all actives have a fitted effect of over 65% in size
# Target sequence (P08659 whole entry, looked up): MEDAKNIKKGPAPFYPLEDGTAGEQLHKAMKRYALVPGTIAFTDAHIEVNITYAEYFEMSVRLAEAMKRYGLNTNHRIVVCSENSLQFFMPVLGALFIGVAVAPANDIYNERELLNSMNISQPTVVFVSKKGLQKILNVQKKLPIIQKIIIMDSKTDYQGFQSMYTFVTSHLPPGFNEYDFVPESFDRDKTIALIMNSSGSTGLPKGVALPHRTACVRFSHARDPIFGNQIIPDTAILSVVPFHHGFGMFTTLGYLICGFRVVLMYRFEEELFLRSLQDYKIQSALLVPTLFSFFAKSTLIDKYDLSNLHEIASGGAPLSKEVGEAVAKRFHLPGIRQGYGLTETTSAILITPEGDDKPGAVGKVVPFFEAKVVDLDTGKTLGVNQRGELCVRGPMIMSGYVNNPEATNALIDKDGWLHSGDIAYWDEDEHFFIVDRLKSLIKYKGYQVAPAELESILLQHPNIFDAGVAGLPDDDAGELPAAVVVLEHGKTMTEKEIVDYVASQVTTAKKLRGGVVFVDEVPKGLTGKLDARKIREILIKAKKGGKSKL
#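 Inhibitors were tested against purified firefly luciferase in a biochemical, low-substrate format (both substrates at 10uM) and luminescence measured with a CCD imager.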
# IP6K1 inhibitor = inhibitors of human IP6K1 | AID 1645851 | IP6K1 kinase, ADP-Glo luminescence, 2 h; stronger effect = lower value | activity change, % (series mostly up to about 58 µM) | 0.81% of 140,000 active | Q92551; in the data active = activity change below about -25%
# Target sequence (Q92551 whole entry, looked up): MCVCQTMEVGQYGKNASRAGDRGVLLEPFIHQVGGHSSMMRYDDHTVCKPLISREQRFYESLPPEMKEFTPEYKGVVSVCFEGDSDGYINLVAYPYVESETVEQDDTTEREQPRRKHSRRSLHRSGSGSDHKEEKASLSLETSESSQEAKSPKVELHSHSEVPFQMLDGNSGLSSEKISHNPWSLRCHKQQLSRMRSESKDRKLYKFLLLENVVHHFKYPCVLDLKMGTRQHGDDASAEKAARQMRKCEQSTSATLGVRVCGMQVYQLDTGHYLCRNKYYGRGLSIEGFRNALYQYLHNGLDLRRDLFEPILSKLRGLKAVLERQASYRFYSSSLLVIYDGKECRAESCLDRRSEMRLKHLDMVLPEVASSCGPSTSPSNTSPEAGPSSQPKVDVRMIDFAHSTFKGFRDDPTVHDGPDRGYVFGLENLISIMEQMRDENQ
#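 ADP-Glo luminescence measures ADP made by human IP6K1 during a 2 h RT reaction with ATP/IP6 (mix at 1.3 mM/130 uM); top library doses 57.5 and 19.1 uM final.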
# SNCA expr inh = reduces expression of the alpha-synuclein gene. HEK-293 SNCA-luciferase knock-in, luminescence, 24 h. Potency, µM (series often up to 57.2 µM), without a hit: top-dose activity change, negative = inhibition, most hits filed as inhibitors. 0.17% of 140,000 active. AID 1671194;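 also: potency is read from the fitted curve at half-maximal effect; plate controls were DMSO cells for no effect and cell-free wells for full effect; nearly all actives have a fitted effect of over 45% in size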
# HEK cytotox = cytotoxic compounds in HEK 293 cells. HEK 293 viability, ATP luminescence (CellTiter-Glo), 48-72 h. 6.6% of 94,000 active. Potency, µM (top dose mostly 115 µM), inactives show top-dose activity change, negative = cytotoxicity, hits mostly inhibitors; also: potency is read from the fitted curve at half-maximal effect; nearly all actives have a fitted effect of over 60% in size
#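 Read-out: CellTiter-Glo ATP luminescence. Cells: HEK 293, 250 cells/well. Exposure: 48 or 72 hr, 37 degree Celsius.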
# NIH3T3 tox = cytotoxic compounds in NIH 3T3 cells; NIH 3T3 viability, CellTiter-Glo ATP luminescence, 48-72 h; 4.3% of 94,000 active; Potency, µM (top dose mostly 96.7 µM), for inactives: at the highest dose activity change, negative = cytotoxicity, usual class: inhibitors; AID 1345082; also: potency is read from the fitted curve at half-maximal effect; nearly all actives have a fitted effect of over 55% in size
#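 Viability of NIH 3T3 cells after 48 or 72 hr compound treatment at 37 °C was assessed by CellTiter-Glo, with luminescence imaged following a 10 min room-temperature step.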
# * marks the source's active call; other numbers are inactive results; i = inactive; ? = inconclusive; / = not tested or not shown; [ ] = dose if it differs, or a comment. Unless noted, calls follow the shape of the dose curve; as a rule, active = well fitted curve in the direction sought with a large enough effect; inconclusive = small, poorly fitted or top-dose-only effect, or another doubt; inactive = no such curve, though single readings can be large; an effect the other way counts as inactive or inconclusive. Unless noted, % is scaled to controls: 0 for no effect and ±100 for the full control effect.
SMILES,GPT2 inhibitor,SNCA viab count,FLuc inh,IP6K1 inhibitor,SNCA expr inh,HEK cytotox,NIH3T3 tox
O=C(NCCCc1nc2ccc(Cl)cc2[nH]1)[C@H]1CCC[C@@H](O)C1,-5%,-3%,8%,8,5%,3%,5%
COc1cccc(C(=O)N2CCC3(CC2)N(c2ccccc2)C(=O)CS3=O)c1 (stereo not given),i,9%,/,5,14%,-7%,-25%
CCCNC(=O)c1cc(-c2ccc(F)cc2)cn1C,i,-1%,0%,5,7%,-24%,-32%
CCOc1ccc(NC(=O)Cn2ccn3nc4c(c3c2=O)CCCCC4)cc1,i,7%,3%,25,-26%,?,-17%
Cc1ccsc1C(=O)N1CCC2(CC1)OC(=NCCc1ccccc1)NC2=O,1%,6%,/,-3,-17%,-20%,-25%
CC(C)c1noc(C2CCCN(C(=O)CCCc3ccccc3)CCC(=O)NCC2)n1 (stereo not given),-7%,1%,1%,34,-16%,?,-26%
CC(C)c1nnc(C2CN(C(=O)c3cnccn3)CC23CCOCC3)o1 (stereo not given),i,4%,-5%,16,19%,3%,4%
Cc1ccc(CCNC(=O)c2ccc3[nH]c(C)c(C)c3c2)cc1,/,3%,/,-1,-1%,/,/
CCC(=O)N1CCc2cc(Br)cc(S(=O)(=O)N3CCC(C(=O)Nc4ccccc4F)CC3)c21,/,5%,/,10,-23%,/,/
CNCCc1cnc(CCC(c2ccccc2)c2ccccc2)[nH]1,i,-12%,/,/,39%[activator],/,/
Cc1ccc(N2C(=O)NC(NS(=O)(=O)c3ccccc3)(C(F)(F)F)C2=O)cc1C (stereo not given),/,11%,/,7,-22%,/,/
COc1cccc(N2CC(C(=O)N3CCC(C(=O)NCc4cccc(F)c4)C3)NC2=O)c1 (stereo not given),-2%,8%,-1%,10,-16%,-21%,-28%
CCN(CC)C(=O)C[C@@H]1c2nc(NC(=O)c3cccs3)sc2C[C@@H]2[C@](C)(CO)[C@H](O)CC[C@]21C,0%,-2%,7%,-10,25%,-23%,-7%
Oc1ccc(Nc2nc3ccccc3n3cnnc23)cc1,/,-10%,/,7,83%[activator],/,/
COc1ccc(CCNC(=O)c2c[nH]n3c(=O)c(Cc4ccccc4Cl)c(C)nc23)cc1OC,/,3%,/,7,27%,/,/
O=C(NC[C@H]1O[C@@H](CO)[C@@H](O)[C@H]1N1CCOCC1)c1ccco1,i,6%[87.6 µM],-14%[172 µM],-8,-9%[87.6 µM],-4%[172 µM],-12%[138 µM]
COc1ccc(C)cc1NC(=O)Cc1c(C(=O)O)c(C)cn1C,/,17%,/,-2,2%,/,/
CCC(C)NC(=O)N1CC(Oc2ccccc2-c2nc(-c3ccccc3)no2)C1 (stereo not given),-13%,?,?,16,?,?,35µM*
CNC(=O)[C@@H]1C[C@H](n2cc(CN(C)C(=O)NCC3CCCCC3)nn2)CN1,-11%,-4%,11%,12,5%,?,-4%
O=C(Nc1ccc(Cl)cc1)C1CCN(c2nc3ccccc3nc2C(F)(F)F)CC1,/,-3%,/,-2,10%,/,/
O=C(Cc1ccc(Cl)cc1)N1CCC(c2n[nH]c(=O)n2Cc2ccc(F)cc2)CC1,-9%,-7%,-2%,-18,?,-21%,?
CCc1ccc(C(=O)N2[C@@H]3CC[C@H]2CC(NC(=O)c2ccncc2)C3)cc1 (stereo not given in full),i,-11%,-2%,9,-24%,-21%,-22%
COCCNC(=O)[C@H]1C[C@H](Oc2ccccc2)CN1C(=O)CC1CCCC1,i,0%,1%,4,-9%,i,i
O=C(O)CCC(=O)N1Cc2[nH]cnc2C[C@H]1c1nc(-c2ccc(OC(F)(F)F)cc2)no1,-2%,2%,0%,3,?,2%,-12%
COC1C(=O)N(C2CCN(C(=O)c3ccccn3)CC2)C12CCOCC2 (stereo not given),-4%,1%,4%,-12,13%,3%,-1%
Cc1cc2nc(CO[C@H]3CN(Cc4ccc(S(C)(=O)=O)cc4)C[C@H]3F)[nH]c2cc1C,-4%[88.5 µM],2%[87.6 µM],56µM*,-9,-18%[87.6 µM],?,-21%[174 µM]
CCCN1CCc2nc(N3CCN(CC)CC3)ncc2C1,/,-15%,/,11,-1%,/,/
N#Cc1cccc(NC(=O)C2CCN(S(=O)(=O)c3ccc4c(c3)CCCN4C(=O)C3CCC3)CC2)c1,/,-25%,/,-9,-10%,/,/
COc1ccc(C2Cn3cnc(C(=O)N4CCC(C(=O)Nc5ccc(C)cc5)CC4)c3CO2)cc1 (stereo not given),i,-21%,?,0,-22%,-6%,i
O=C(NCc1cccs1)c1ccc2nc(-c3ccccn3)oc2c1,1%,9%,/,12,61%[activator],?,?
CCOC(=O)C1=C(C)N=C2SC=C(CC(=O)N3CCC(C)CC3)N2C1c1ccc(C)cc1C (stereo not given),i,-12%,3%,15,-6%,?,?
Cc1ccc(C)c(NC(=O)N2CC=C(c3c[nH]c4ccccc34)CC2)c1,/,7%,/,8,57%[activator],/,/
COc1ccc(-c2cc(C(=O)N3CCCCC3C)no2)cc1OC (stereo not given),/,-7%,/,-12,223%[activator],/,/
Cc1ccc(-c2cccc(CN3CCCC3C(=O)NCc3ccc(C(F)(F)F)cc3)c2)cc1Cl (stereo not given),/,/,/,15,/,?,32µM*
COc1ccccc1Nc1nn2c(=O)c3ccc(C(=O)N4CCCC(C)C4)cc3nc2s1 (stereo not given),/,0%,/,-4,11%,/,/
COC1CC(=O)C23C(=O)NC(CC(C)C)C2C(C)C(C)=CC3/C=C(\C)CCC(O)C1O (stereo not given),?,-42%[23.9 µM],/,-3,/,/,/
CS(=O)(=O)N1CCCC(c2nc(-c3cccnc3)no2)CCNC(=O)CC1 (stereo not given),-14%,-2%,0%,12,-2%,-2%,-10%
CC(C)[C@]1(O)CN(C(=O)c2ccc3c(c2)CCCO3)C[C@H]1C,-7%,-16%,0%,15,30%[activator],-3%,-5%
CCC(c1ccc(O)cc1)C(CC)c1ccc(O)cc1 (stereo not given),1%,-7%,/,/,43%[activator],/,/
CCS(=O)(=O)Nc1ccc(C(=O)NCc2cc3n(n2)CCNC3)cc1,-3%,5%,2%,-12,-15%,-7%,i

# An excerpt of these results, bar-delimited.
structure | GPT2 inhibitor | SNCA viab count | FLuc inh | IP6K1 inhibitor | SNCA expr inh | HEK cytotox | NIH3T3 tox
O=C(NCCCc1nc2ccc(Cl)cc2[nH]1)[C@H]1CCC[C@@H](O)C1 | -5% | -3% | 8% | 8 | 5% | 3% | 5%
COc1cccc(C(=O)N2CCC3(CC2)N(c2ccccc2)C(=O)CS3=O)c1 (stereo not given) | i | 9% | / | 5 | 14% | -7% | -25%
CCCNC(=O)c1cc(-c2ccc(F)cc2)cn1C | i | -1% | 0% | 5 | 7% | -24% | -32%
CCOc1ccc(NC(=O)Cn2ccn3nc4c(c3c2=O)CCCCC4)cc1 | i | 7% | 3% | 25 | -26% | ? | -17%
Cc1ccsc1C(=O)N1CCC2(CC1)OC(=NCCc1ccccc1)NC2=O | 1% | 6% | / | -3 | -17% | -20% | -25%
CC(C)c1noc(C2CCCN(C(=O)CCCc3ccccc3)CCC(=O)NCC2)n1 (stereo not given) | -7% | 1% | 1% | 34 | -16% | ? | -26%
CC(C)c1nnc(C2CN(C(=O)c3cnccn3)CC23CCOCC3)o1 (stereo not given) | i | 4% | -5% | 16 | 19% | 3% | 4%
Cc1ccc(CCNC(=O)c2ccc3[nH]c(C)c(C)c3c2)cc1 | / | 3% | / | -1 | -1% | / | /
CCC(=O)N1CCc2cc(Br)cc(S(=O)(=O)N3CCC(C(=O)Nc4ccccc4F)CC3)c21 | / | 5% | / | 10 | -23% | / | /
CNCCc1cnc(CCC(c2ccccc2)c2ccccc2)[nH]1 | i | -12% | / | / | 39%[activator] | / | /
Cc1ccc(N2C(=O)NC(NS(=O)(=O)c3ccccc3)(C(F)(F)F)C2=O)cc1C (stereo not given) | / | 11% | / | 7 | -22% | / | /
COc1cccc(N2CC(C(=O)N3CCC(C(=O)NCc4cccc(F)c4)C3)NC2=O)c1 (stereo not given) | -2% | 8% | -1% | 10 | -16% | -21% | -28%

# Continuation:
SMILES,GPT2 inhibitor,SNCA viab count,FLuc inh,IP6K1 inhibitor,SNCA expr inh,HEK cytotox,NIH3T3 tox
CCOC(=O)c1c(Oc2ccc(C(C)=O)cc2)nnc(-c2ccccc2)c1-c1ccccc1,/,?,/,3,?,/,/
CCCNC(=O)NC[C@@H]1C=C(C)[C@H](Cc2nc3ncccc3[nH]2)C[C@H]1C(C)C,1%[88.5 µM],-23%[87.6 µM],12%[172 µM],4,-12%[87.6 µM],-15%[172 µM],-17%[138 µM]
CC(C)c1nc(CN(C)C(=O)c2cc(COc3ccccc3)[nH]n2)no1,i,-2%,4%,-4,23%,-9%,-2%
Cc1ccc2c(C(=O)NCc3ccc(Cl)cc3Cl)cnn2c1,i,0%[87.6 µM],?,-2,146%[activator][87.6 µM],?,?
COc1ccc(C)cc1NC(=O)CSc1nc(=O)n(Cc2ccncc2)c2c1CCC2,/,-9%,/,-6,-3%,/,/
CCOc1ccc(C(=O)Nc2ccc(-c3nc4cc(C(C)C)ccc4o3)cc2)cc1Cl,/,-6%,/,-12,10%,/,/
O=C(Nc1ccccc1)c1cccc(N2CCCS2(=O)=O)c1,/,0%,/,6,12%,/,/
NC(=O)c1cnc(N[C@@H]2CCCC[C@@H]2N)nc1Nc1cccc(-n2nccn2)c1,-22%,-22%,/,/,-19%,/,/
Cc1nnc2n1CCC(N(C)S(=O)(=O)c1cn(C)cn1)CC2 (stereo not given),i,-9%,-3%,-8,-11%,-19%,-6%
Cc1cnc(C(=O)N2CCC(C(=O)N3CCCCCCNC(=O)CC3)CC2)cn1,i,8%,-14%,-7,18%,i,-8%
O=C(Nc1ccc2ncnc(N3CCCCC3)c2c1)c1c(F)cccc1Cl,-15%,?,-4%,-5,0%,50µM*,?
COc1ccc2c(c1)CN(Cc1ccccc1)C(=O)CCN2C(=O)C1CCC1,/,/,/,-4,/,?,?
O=C(CCS(=O)(=O)c1ccccc1)N(Cc1cccnc1)c1nc2c(F)cccc2s1,/,-16%,/,18,70%[activator],/,/
CCOC(=O)c1nc(Nc2ccc(C(=O)OC(C)C)cc2)c2ccccc2n1,/,?,/,11,-18%,/,/
O=C(Cc1c[nH]c2ncc(-c3ccccc3)cc12)Nc1ccc(N2CCOCC2)cc1,-4%[88.5 µM],-7%[87.6 µM],2%[172 µM],10,?,63µM*,25µM*
CCC(=O)N1CCC(CC)(N2CCN(S(=O)(=O)c3ccccc3C(F)(F)F)CC2)C1 (stereo not given),1%,-5%,1%,4,-17%,?,?
Cc1ccc(Cn2cc(S(=O)(=O)c3cccc(Cl)c3)c(=O)c3cc(F)c(N4CCCCC4)cc32)cc1,/,1%,/,-6,?,/,/

# Screening results (PubChem BioAssay)

# The list is partial, so the mix of outcomes need not match the whole.
